Lipid storage S3: qHTS Assay for Lipid Storage Modulators in Drosophila S3 Cells; Drosophila S3 cells, BODIPY lipid droplet fluorescence, 18-24 h; cells fed with added oleic acid; lipid storage change, negative = inhibition, % at the top dose, mostly 46.1 µM; hits show Potency in µM; actives 0.64% (n = 320,000); AID 2685; active means well fitted inhibition curve with a large enough effect in the signal ratio, with a control signal flat, not every such curve was filed as active; inconclusive means small, poorly fitted or top-dose-only effect, or effect the other way, or a change in a side signal; the % refers to the signal ratio
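Laser-scanning cytometry quantifies lipid droplet accumulation (500–530 nm total intensity; droplet/cell object ratio) in oleic acid-fed (400 uM added) Drosophila S3 cells treated with a concentration series. 20 uM Triacsin C defined 100% inhibition.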
Lipid storage S3 cell count max: also measured in Lipid storage S3; calls as there; cell number change, %; measured here: cell count max response;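 cells counted by Cell Tracker Red CMTPX staining in the red channel; peak over a dose series mostly up to 46.1 µM; percent activity relative to internal control wells on each plate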
* hit, by the source's call; i = inactive; ? = inconclusive; · = no result given. On the % scale 0 is the no-effect control and ±100 the full control effect; potency means the concentration at half of the fitted maximal effect. An excerpt; the hit share may differ from the screen's.

SMILES | Lipid storage S3 | Lipid storage S3 cell count max
Cn1c(-n2c(-c3ccco3)nc3ccccc3c2=O)nc2ccccc21 | 2% | -21
CN(C)Cc1ccc(F)cc1Sc1ccc(Cl)cc1Cl | ? | ·
O=C(Cn1cc2c(n1)CCCC2)N1CCc2ccccc21 | 20% | 11
O=C1OCc2ccc(NC(=O)c3sccc3Cl)cc21 | ? | ·
COc1ccc(-c2nn(-c3ccccc3)cc2C(=O)n2nnc3ccccc32)cc1 | ? | ·
Cc1ccc(-c2csc(C3=C(O)CN(NC(=O)c4ccc([N+](=O)[O-])cc4)C3=N)n2)cc1 | ? | ·
Cn1c(=O)c2c(nc(Sc3nc4ccccc4n3CC(=O)N3CCCCC3)n2C)n(C)c1=O | ? | ·
Cc1ccc(S(=O)(=O)N2CCOCC2)cc1C(=O)NCc1ccccc1CN1CCCC1 | ? | ·
CC(=O)c1ccc(Nc2ccc([N+](=O)[O-])c3nonc23)cc1 | ? | ·
O=C(O)CN(c1ccccc1)S(=O)(=O)c1cc(C(F)(F)F)cc(C(F)(F)F)c1 | ? | ·
CC1CN(CC(=O)Nc2cc(S(=O)(=O)N3CCCC3)ccc2Cl)CC(C)O1 (stereo not drawn) | ? | ·
COC(=O)c1cc2c(=O)c3ccccc3oc2nc1C | -1% | 21
O=C(NC1CCCCC1)NC1C2CC3CC(C2)CC1C3 (stereo not drawn) | -1% | 13
CCOC(=O)/C(=N\Nc1ccc(Br)cc1)N1CC(C)OC(C)C1 (stereo not drawn) | ? | ·
Cc1ccc2oc(C(=O)N(Cc3nccn3C)C(C)C)c(C)c2c1 | ? | ·
CCOc1ccc(CCn2c(-c3ccco3)nc3ccccc3c2=O)cc1OCC | ? | ·
CCc1nnc(NS(=O)(=O)c2ccc(NC(=S)NC(=O)/C=C/c3ccc([N+](=O)[O-])cc3)cc2)s1 | ? | ·
CCOC(=O)c1sc(NC(=O)CCN2CC(C)OC(C)C2)c(C(=O)OCC)c1C (stereo not drawn) | ? | ·
C/C(=N\O)C(=O)Nc1ccccc1 | 12% | 5
Cc1cccc(OCC(=O)Nc2ccc(N3CCN(S(C)(=O)=O)CC3)cc2)c1 | 8% | 9
COc1ccc(S(=O)(=O)N2CCCC2c2cccs2)cc1 (stereo not drawn) | 4% | 15
CCN(CC)CC(=O)c1c[nH]c2ccccc12 | 19% | 14
O=C(CSc1ccc2nnc(CCNC(=O)c3ccccc3)n2n1)Nc1ccccc1 | -1% | 13
COc1ccc(C(=O)OCC(=O)NC(=O)NC2CCCC2)c(O)c1 | ? | ·
CCCn1nnnc1NCc1ccc(Cl)cc1Cl | -1% | 11
O=C(CSc1nnc2c(n1)[nH]c1ccc(F)cc12)OCc1ccccc1 | ? | ·
COc1ccc(/C=N/NC(=O)c2[nH]c3ccc(C)cc3c2-c2ccccc2)c(C(=O)O)c1OC | -24% | 15
O=C(NCC(=O)N(Cc1cccs1)C(C(=O)NC1CCCCC1)c1ccco1)c1cccs1 (stereo not drawn) | 6% | -2
O=C(CN1C(=O)S/C(=C/c2cc(Br)cs2)C1=O)N1CCOCC1 | -2% | -1
CCCc1nc(SC2CCCC2)c2c(=O)n(C)c(=O)n(C)c2n1 | ? | ·
O=C(Nc1ccccc1)c1ccc(OC(=O)c2ccccc2)cc1 | 0% | 21
C=CCn1cccc(C(=O)Nc2ccc(C)cc2)c1=O | 15% | 10
COc1ccc(S(=O)(=O)N2CCC(C(=O)NCc3cccs3)CC2)cc1 | 14% | 3
CN(C)C(=O)CSc1nnc(CCN)o1 | ? | ·
COc1cc(CN2CCC(C(=O)N3CCCC(C)C3)CC2)cc(OC)c1O (stereo not drawn) | ? | ·
c1ccc2c(c1)Nc1cc3ccccc3cc1S2 | 2% | -3
C=CCNC(=S)Nc1sc2c(c1C#N)CCCC2 | ? | ·
CC1=NN(Cc2c(C)nn(Cc3ccccc3)c2C)C(C)(C)C1 | ? | ·
O=C(N/N=C/c1ccc([N+](=O)[O-])cc1)c1cc(-c2ccc3c(c2)OCO3)n[nH]1 | 25% | 14
CCN(CC)S(=O)(=O)c1ccc(NC(=O)CSc2nnc(-c3ccc(F)cc3)o2)cc1 | ? | ·
O=C(OCc1nc2ccccc2s1)c1ccc([N+](=O)[O-])o1 | ? | ·
O=[N+]([O-])c1ccc2nc(-c3ccncc3)[nH]c2c1 | 8% | 1
COc1ccc(C2CC3(CC(C)(C)NC(=S)N3)Oc3cc(O)cc(C)c32)cc1 (stereo not drawn) | 22% | -2
CC(=O)OCc1c(C(F)(F)F)nn(C)c1Oc1cccc(C(F)(F)F)c1 | ? | ·
COCCOC(=O)CSc1ncccc1-c1nc2cc(C)c(C)cc2[nH]1 | ? | ·
CC(C)c1c(C(=O)N/N=C/C=C/c2ccccc2)nnn1-c1nonc1N | i | 5
CCOc1ccccc1N1CCN(C(=O)CSc2ccc3c(c2)OCCO3)CC1 | 4% | 7
O=C(NCC1CCCN(C(=O)c2cc(Cl)ccc2F)C1)c1ccc(F)cc1 (stereo not drawn) | ? | ·
COCC(=O)N(Cc1cc2cc(OC)ccc2[nH]c1=O)c1ccccc1OC | ? | ·
CCOc1ccc(N/C=C/C(=O)c2ccccc2)c([N+](=O)[O-])c1 | ? | ·

(continued)
SMILES | Lipid storage S3 | Lipid storage S3 cell count max
O=C(Cc1ccccc1)NC(=S)Nc1cc(C(F)(F)F)ccc1Cl | -14% | -17
C=CCn1c(=O)c(C(=O)Nc2ccccc2C(=O)OCC)c(O)c2ccccc21 | i | ·
CNS(=O)(=O)c1ccc(OC)c(-c2nnc3c4ccccc4c(C)nn23)c1 | -2% | -7
Cc1ccnc(NS(=O)(=O)c2ccccc2)n1 | ? | ·
COc1ccc(NC(=O)COC(=O)C2CCCCC2)c([N+](=O)[O-])c1 | 6% | 1
CCOc1ccc(N2CC(C(=O)N3CCCC3)CC2=O)cc1 (stereo not drawn) | ? | ·
Cc1ccccc1NC(=O)CCc1nnc2ccc(N3CCC4(CC3)OCCO4)nn12 | -6% | 16
Cc1nc2ccc(NC(=O)c3cccc(S(=O)(=O)N(C)c4ccccc4)c3)cc2s1 | -7% | 0
CC(C)N1C(=O)/C(=C\c2nc3ccccc3c(=O)n2-c2ccccc2)c2ccccc21 | ? | ·
Cc1ccc2nsnc2c1S(=O)(=O)Nc1cccc2nsnc12 | 19% | -13
CCCCCOc1ccc(NC2=CC(=O)CCC2)cc1 | 10% | -7
O=C(CCc1c[nH]c2ccccc12)NCCc1ccc(Cl)cc1 | i | 13
Cc1ccc(-n2nc(C)c3c(C)c(CCC(=O)NCc4ccccc4)c(C)nc32)cc1 | ? | ·
CN(c1ccccc1)S(=O)(=O)c1ccc(NC(=S)NC(=O)c2ccccc2)cc1 | ? | ·
CC1CCN(C(=O)Cn2c(=O)c3cccn3c3ccccc32)CC1 | i | -22
CNC(=S)NNc1nc(N2CCOCC2)nc(N2CCOCC2)n1 | 4% | 13
CCOc1ccc(-n2ccnc(SCC(=O)Nc3cccc(OC)c3)c2=O)cc1 | ? | ·
CC(=O)c1ccc(OCc2cc(C(=O)NCCN3CCCC(O)C3)no2)cc1 (stereo not drawn) | i | -2
CCOc1ccccc1C1CC(=O)Nc2cc(OC)c(OC)cc21 (stereo not drawn) | ? | ·
O=C(Nc1ccccc1F)c1ccc(S(=O)(=O)NCC2CCCO2)cc1 (stereo not drawn) | ? | ·

Structures from the list above that contain two or more sulfur atoms:
SMILES | Lipid storage S3 | Lipid storage S3 cell count max
CCc1nnc(NS(=O)(=O)c2ccc(NC(=S)NC(=O)/C=C/c3ccc([N+](=O)[O-])cc3)cc2)s1 | ? | ·
COc1ccc(S(=O)(=O)N2CCCC2c2cccs2)cc1 (stereo not drawn) | 4% | 15
O=C(NCC(=O)N(Cc1cccs1)C(C(=O)NC1CCCCC1)c1ccco1)c1cccs1 (stereo not drawn) | 6% | -2
O=C(CN1C(=O)S/C(=C/c2cc(Br)cs2)C1=O)N1CCOCC1 | -2% | -1
COc1ccc(S(=O)(=O)N2CCC(C(=O)NCc3cccs3)CC2)cc1 | 14% | 3
C=CCNC(=S)Nc1sc2c(c1C#N)CCCC2 | ? | ·
CCN(CC)S(=O)(=O)c1ccc(NC(=O)CSc2nnc(-c3ccc(F)cc3)o2)cc1 | ? | ·
Cc1nc2ccc(NC(=O)c3cccc(S(=O)(=O)N(C)c4ccccc4)c3)cc2s1 | -7% | 0
Cc1ccc2nsnc2c1S(=O)(=O)Nc1cccc2nsnc12 | 19% | -13
CN(c1ccccc1)S(=O)(=O)c1ccc(NC(=S)NC(=O)c2ccccc2)cc1 | ? | ·

By substructure, those above with a COOH group.
SMILES | Lipid storage S3 | Lipid storage S3 cell count max
O=C(O)CN(c1ccccc1)S(=O)(=O)c1cc(C(F)(F)F)cc(C(F)(F)F)c1 | ? | ·
COc1ccc(/C=N/NC(=O)c2[nH]c3ccc(C)cc3c2-c2ccccc2)c(C(=O)O)c1OC | -24% | 15

Next part
SMILES | Lipid storage S3 | Lipid storage S3 cell count max
CC(=O)NC(N(C#N)c1nc(Cl)nc(N(C)C)n1)C(Cl)(Cl)Cl (stereo not drawn) | ? | ·
Cc1ccc(S(=O)(=O)N(C)C)cc1NC(=O)CCNC(=O)c1ccco1 | i | 5
CN(Cc1ccc(OC(F)F)cc1)C(=O)c1ccc(S(=O)(=O)N(C)c2ccccc2)cc1 | 15% | -1
O=C(Cn1ccnc1[N+](=O)[O-])NCc1ccccc1 | -24% | ·
N#CC1=C(N)NC(=S)C(C(N)=O)C1c1ccc(Cl)cc1Cl (stereo not drawn) | ? | ·
CCC(=O)N1CCN(c2cc(C)ccc2C)CC1 | ? | ·
Cc1cccc(N2CCN(S(=O)(=O)c3ccc4c(c3)C(C)(C)C(=O)N4C)CC2C)c1 (stereo not drawn) | ? | ·
CCOP(=O)(OCC)C(NC(=O)Nc1ccc(C)cc1)C(N)=O (stereo not drawn) | ? | ·
S=C(Nc1ccc(Br)cc1)Nc1ccc2c(c1)OCCO2 | ? | ·
COc1ccc(NC(=O)C2CC(=O)N(c3cc(C)ccc3C)C2)cc1 (stereo not drawn) | ? | ·
O=c1c2ccccc2ncn1-c1ccc(Br)cc1[N+](=O)[O-] | i | -11
O=C(Nc1ccccc1F)Oc1cccc(OC(=O)Nc2ccccc2F)c1 | 1% | 9
CCCCN(C)CCNC(=O)C(NC(=O)C1CCC(C)CC1)C(C)C (stereo not drawn) | -7% | ·
CCN(CC(=O)Nc1c(F)cccc1F)C(=O)c1cc([N+](=O)[O-])ccc1N1CCOCC1 | i | ·
O=c1c2nccnc2[nH]c(=S)n1Cc1ccccc1Cl | ? | ·
Cc1nc2c(sc(=S)n2Cc2ccco2)c(=O)n1CC(=O)Nc1ccc(F)cc1 | 16µM* | 20*
O=C(N/N=C/c1cc(Cl)cc([N+](=O)[O-])c1O)c1ccccc1NS(=O)(=O)c1cccs1 | 10% | 4
CCCNC(=O)c1ccc2c(c1)nc(C)n2-c1cccc(C)c1 | ? | ·
Cc1ccc(S(=O)(=O)N(CCCO)CC(O)CON=C2c3ccccc3-c3ccccc32)cc1 (stereo not drawn) | ? | ·
CCCCNC(=O)/C=C/c1ccc(S(=O)(=O)Nc2ccc(OC)cc2)cc1 | ? | ·
O=C(CNC(=O)c1cccs1)N=Nc1c(O)[nH]c2ccc(Br)cc12 | i | -10
CCC(C)C(=O)Nc1cc([N+](=O)[O-])ccc1Cl (stereo not drawn) | ? | ·
Cc1cccc2cc(CN(Cc3ccccc3)C(=O)c3cccc(F)c3)c(Cl)nc12 | 17% | -3
O=C(CNC(c1ccccc1)c1ccccc1)Nc1ccccc1Br | ? | ·
O=C(c1cccc(S(=O)(=O)N2CCCC2)c1)c1nnc(-c2ccncc2)o1 | 7% | -13
CC(C)c1ccc(C2(C)NC(=O)N(C(C)C(=O)Nc3ccc(N4CCOCC4)cc3)C2=O)cc1 (stereo not drawn) | ? | ·
CCOC(=O)Cn1c(CN(Cc2ccccc2)Cc2ccccc2)nc2c1c(=O)n(C)c(=O)n2C | ? | ·
CCC(=NCCc1c(C)[nH]c2ccccc12)C1=C(O)CC(c2ccccc2)CC1=O (stereo not drawn) | ? | ·
Cc1n[nH]c(=S)n1-c1ccc(Cl)cc1 | -7% | 15
Oc1ccccc1/C=N/n1cnnc1 | ? | ·
CCOC(=O)CCCc1sc(N)nc1-c1[nH]c(=O)[nH]c1C | ? | ·
O=C(COc1ccc(-c2ccccc2)cc1)NNC(=O)Nc1ccc(F)cc1F | 8% | ·
CCOC(=O)Cc1csc(NC(=O)NC2(C(F)(F)F)Oc3ccc(Cl)cc3O2)n1 (stereo not drawn) | ? | ·
CCOc1ccc(S(=O)(=O)N2CCCC(C(=O)NCc3ccncc3)C2)cc1C (stereo not drawn) | i | 9
Clc1ccc(-c2cn(-c3ccc(Cl)cc3)c3[n+]2CCCCC3)cc1 | ? | ·
Cc1ccc(C)c(OCC(=O)N2CCN(c3ncccn3)CC2)c1 | -18% | 4
Cc1ccc(C(C(=O)NCCc2ccccc2)N(C(=O)c2csnn2)C2CC2)o1 (stereo not drawn) | 17% | -9
COc1cc(SC)ccc1C(=O)Nc1ccc(C)cc1C | ? | ·
O=C(COc1ccccc1F)Nc1ccc(S(=O)(=O)NCc2ccco2)cc1 | 16% | -10
CC(C)c1nnc(NC(=O)c2ccc3ccccc3c2)s1 | -9% | 0
COc1ccc(C(=O)OC(C)C(=O)NC(C)CCc2ccccc2)cc1[N+](=O)[O-] (stereo not drawn) | ? | ·
Nc1c(Cl)c(Cl)nc(C(=O)N/N=C/c2ccco2)c1Cl | -25% | -11
COc1ccc(-n2c(SCC#N)nc3ccccc3c2=O)cc1 | ? | ·

Screens deposited in PubChem by National Center for Advancing Translational Sciences (NCATS).
